High-throughput results (PubChem BioAssay)
Lipid storage S3 = qHTS Assay for Lipid Storage Modulators in Drosophila S3 Cells; Drosophila S3 cells, BODIPY lipid droplet fluorescence, 18-24 h; cells fed with added oleic acid; Potency in µM for hits, for the others lipid storage change, negative = inhibition, % at the top dose, mostly 46.1 µM; 320,000 tested, 0.64% active; AID 2685; active = well fitted inhibition curve with a large enough effect in the signal ratio, with a control signal flat, not every such curve was filed as active; inconclusive = small, poorly fitted or top-dose-only effect, or effect the other way, or a change in a side signal; the % refers to the signal ratio
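Drosophila S3 cells got compounds at several concentrations plus oleic acid (400 uM solution). Laser-scanning cytometry with 488 nm excitation read lipid droplets at 500-530 nm and cells at 575-640 nm. Percent activity was relative to 20 uM Triacsin C.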
Lipid storage S3 cell count max = second read-out of Lipid storage S3, no call of its own (marks repeat the call); cell number change, %; measured here: cell count max response;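 cells counted by Cell Tracker Red CMTPX staining in the red channel; peak over a dose series mostly up to 46.1 µM; percent activity relative to internal control wells on each plate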
* marks the source's active call; other numbers are inactive results; i = inactive; ? = inconclusive; nt = no result given; [ ] = dose if it differs, or a comment. % is set by controls: 0 for no effect and ±100 for the full control effect; potency is the fitted concentration of half-maximal effect. These rows are one share of the data, so the mix of outcomes need not match the whole.

SMILES	Lipid storage S3	Lipid storage S3 cell count max
CN(Cc1ccccc1)CC(O)COc1ccc(CNCCc2cccnc2)cc1 (stereo not given)	0%	2
COc1cc(C)c(Cl)c(C)c1S(=O)(=O)NCc1ccc2c(c1)OCO2	?	nt
CCn1c(CNC(=O)c2cccc(C)c2)nnc1SCC(=O)N1CCOCC1	-24%	6
CCOC(=O)/C=C1\NC(=O)C(C)S1 (stereo not given)	?	nt
CC(=O)Nc1ccc(S(=O)(=O)Nc2nccc(C)n2)cc1	6%	2
COC(=O)NC(=S)Nc1ccc(Oc2ccc(Cl)cc2)c(Cl)c1	?	nt
COc1cc(/C=N/O)ccc1OCc1ccc([N+](=O)[O-])cc1	?	nt
CC(Oc1cccc(Cl)c1)c1ccnc2nc(/N=C/N(C)C)nn12 (stereo not given)	-4%	-23
CCN(CC)Cc1ccc(NC(=O)c2sc3cc(Cl)ccc3c2Cl)cc1	7%	5
Cn1cc(/C=C/c2nc3ccccc3c(=O)n2-c2cccc([N+](=O)[O-])c2)c2ccccc21	22%	-7
COc1cccc(C2CC(c3ccccc3Cl)n3ncnc3N2)c1 (stereo not given)	?	nt
Cc1[nH]n(-c2ccccc2)c(=O)c1/C=N/c1nn[nH]n1	-20%	-13
O=C(Nc1cccc(OCC(=O)N2CCOCC2)c1)c1ccc(C(F)(F)F)cc1	?	nt
CCc1ccccc1N(C(=O)CNC(=O)c1ccco1)C(C(=O)NC1CCCC1)c1cccnc1 (stereo not given)	?	nt
c1ccc(-c2noc(C3CCCCC3)n2)nc1	?	nt
O=C(NCC1CCCO1)c1cccc(S(=O)(=O)N2CCOCC2)c1 (stereo not given)	16%	5
COc1cc(NC(=S)NC(=O)c2ccco2)ccc1NC(=O)C(C)C	4%	18
CN(C)C(=N)c1n[nH]nc1SCc1ccc(Cl)c(Cl)c1	i	21
CCCc1cc(=O)oc2cc(OCc3ccc(C(=O)O)cc3)ccc12	-5%	12
CCc1cccc(NC(=O)CCc2nc(-c3cccs3)no2)c1	?	nt
CC(=O)c1ccccc1NC(=O)COC(=O)C1CCCN1S(=O)(=O)c1ccccc1F (stereo not given)	?	nt
COc1ccc(NC(=O)N2CCCC2C(=O)NCc2cccs2)cc1 (stereo not given)	?	nt
Cc1c(C(=O)Nc2cccc(Cl)c2)cn2c(nc3ccccc32)c1C#N	?	nt
CCc1ccc(NC(=O)N(CCCN2CCOCC2)Cc2cccs2)cc1	?	nt
O=C(N/C(=C/c1ccc(Cl)cc1)C(=O)N1CCCCC1)c1ccco1	-20%	-2
COC(=O)C1(Cc2ccccc2)NC(c2ccccc2C)C2C(=O)N(c3ccc4c(c3)OCO4)C(=O)C21 (stereo not given)	-17%	-17
O=C(NNC(=O)C1CCN(c2ncccn2)CC1)c1ccc(Cl)cc1	6%	24
Oc1cccc(NC(=S)Nc2ccccc2)c1	?	nt
CCN(CC)c1c([N+](=O)[O-])c(=O)n(CC)c2ccccc12	?	nt
CC(=O)N[C@@H](CC(=O)O)C(=O)O	6%	6
Cc1nnc(SCC(=O)c2ccc([N+](=O)[O-])cc2)s1	?	nt
CN(CCc1ccccn1)C(=O)CCC1CCCN(C(=O)CN2CCCCCC2)C1 (stereo not given)	-21%	-14
CC1SC(c2cccc(Cl)c2)NC1=O (stereo not given)	i	-6
Cc1ccc2c(c1)c1c3n2CCN(CCC(=O)O)C3CCC1 (stereo not given)	17%	-8
O=c1c(-c2ccccc2)c(O)cc(-c2ccncc2)n1-c1ccc(Cl)cc1	?	nt
Oc1ccccc1C1=Nc2ncnn2C(c2ccc(F)cc2)C1 (stereo not given)	20%	nt
Cn1cc(S(=O)(=O)NC(c2ccccc2)c2ccccc2)c(=O)n(C)c1=O	?	nt
CCOc1ccc(S(=O)(=O)N2CCN(c3ccc(C)cc3C)CC2)cc1	?	nt
CC(NS(=O)(=O)c1cc2c3c(c1)CCC(=O)N3CCC2)c1ccccc1 (stereo not given)	-45%[0.0737 µM]	-3
CC(C)=CCc1c(O)ccc(C(=O)Cc2ccccc2)c1O	?	nt
Cc1ccc(C(=O)NCCOc2ccc(Cl)cc2)cc1	i	nt
NS(=O)(=O)c1ccc(CCNC(=O)c2ccc(NS(=O)(=O)c3ccc4[nH]c(=O)[nH]c4c3)cc2)cc1	?	nt
CCCCC(=O)NCCc1cc2c(OC)ccc(OC)c2[nH]c1=O	-4%	-4
O=C(Cn1nc(Cl)nc1Cl)c1ccccc1	?	nt
COc1cc(NC(=S)Nc2ccccn2)cc(OC)c1	?	nt
Cn1c(SCC(=O)NCc2ccc(F)cc2)ncc(C(=O)Nc2ccccc2)c1=O	?	nt
CC(=O)c1ccc2c(c1)N(CCCN1CCC(CCO)CC1)c1ccccc1S2	?	nt
O=C(COC(=O)c1ccco1)c1ccccc1	i	11
CCOc1ccc(NC(=O)N2CCN(C(=O)c3ccco3)CC2)cc1	i	10
CNCc1ccccc1OCC(=O)Nc1ccccc1	-5%	-39
(list continues)
SMILES	Lipid storage S3	Lipid storage S3 cell count max
COc1ccc(NC(=O)Cn2nnc(-c3ccccc3NC(=O)c3cccs3)n2)cc1	?	nt
Cc1csc(SCC(=O)Nc2ccc(Cl)cn2)n1	12%	-7
Cc1cc(C)cc(SCc2noc(C(=O)NC(C)C)c2C(=O)NC(C)C)c1	?	nt
O=c1c2c(ncn2C2CCCC2)n(Cc2ccccc2)c(=O)n1CCOc1ccc(Br)cc1	?	nt
CCN(CC)S(=O)(=O)c1cccc(N=Nc2c(O)c3ccccc3oc2=O)c1	-3%	-1
CCNC(=O)CC1C(=O)N(c2cccc(OC)c2)C(=O)N1CCOC (stereo not given)	?	nt
COc1ccc(OC)c(S(=O)(=O)N2CCC(C(=O)Nc3cccc(C)c3C)CC2)c1	4%	-15
O=C(CCc1ccc(S(=O)(=O)NCCc2ccccc2)cc1)Nc1ccc2c(c1)OCO2	?	nt
CC(C)NS(=O)(=O)c1ccc(NC(=O)C(C)OC(=O)CCC2CCCCC2)cc1 (stereo not given)	?	nt
CC(O)C(=O)N/N=C/c1ccccc1C(=O)O (stereo not given)	?	nt
CSc1nccn1CC(=O)Nc1ccc(F)cc1	?	nt
CCC(C)/C(C)=N/NC(=O)CNS(=O)(=O)c1ccc([N+](=O)[O-])cc1 (stereo not given)	-2%	4
O=C(Nc1ccc(Br)cc1)c1cccc(N2C(=O)C3C4C=CC(C4)C3C2=O)c1 (stereo not given)	?	nt
CCP(=O)(c1ccccc1)C(C)(C)O (stereo not given)	?	nt
CN1CCN(c2ccccc2NC(=O)c2ccc(-c3ccc(Cl)c(Cl)c3)o2)CC1	i	nt
CC(=O)Oc1ccc(-c2csc(Nc3ccc(Cl)cn3)n2)cc1	?	nt
Cc1ccc(S(=O)(=O)N2CCN(C(=O)c3cc4c(s3)CCCC4)CC2)c(C)c1	-22%	14
CCOc1ccc(S(=O)(=O)N/N=C2/CC(c3ccccc3)Oc3ccccc32)cc1 (stereo not given)	i	nt
COc1cc2[nH]c(-c3cccc(F)c3)cc(=O)c2cc1OC	?	nt
O=C(CN1c2ccccc2Sc2ccccc21)N/N=C/c1ccc(Cl)cc1	6%	-14

As a short view, 15 of the compounds above:
SMILES	Lipid storage S3	Lipid storage S3 cell count max
Cc1cc(C)cc(SCc2noc(C(=O)NC(C)C)c2C(=O)NC(C)C)c1	?	nt
O=c1c2c(ncn2C2CCCC2)n(Cc2ccccc2)c(=O)n1CCOc1ccc(Br)cc1	?	nt
CCN(CC)S(=O)(=O)c1cccc(N=Nc2c(O)c3ccccc3oc2=O)c1	-3%	-1
CCNC(=O)CC1C(=O)N(c2cccc(OC)c2)C(=O)N1CCOC (stereo not given)	?	nt
COc1ccc(OC)c(S(=O)(=O)N2CCC(C(=O)Nc3cccc(C)c3C)CC2)c1	4%	-15
O=C(CCc1ccc(S(=O)(=O)NCCc2ccccc2)cc1)Nc1ccc2c(c1)OCO2	?	nt
CC(C)NS(=O)(=O)c1ccc(NC(=O)C(C)OC(=O)CCC2CCCCC2)cc1 (stereo not given)	?	nt
CC(O)C(=O)N/N=C/c1ccccc1C(=O)O (stereo not given)	?	nt
CSc1nccn1CC(=O)Nc1ccc(F)cc1	?	nt
CCC(C)/C(C)=N/NC(=O)CNS(=O)(=O)c1ccc([N+](=O)[O-])cc1 (stereo not given)	-2%	4
O=C(Nc1ccc(Br)cc1)c1cccc(N2C(=O)C3C4C=CC(C4)C3C2=O)c1 (stereo not given)	?	nt
CCP(=O)(c1ccccc1)C(C)(C)O (stereo not given)	?	nt
CN1CCN(c2ccccc2NC(=O)c2ccc(-c3ccc(Cl)c(Cl)c3)o2)CC1	i	nt
CC(=O)Oc1ccc(-c2csc(Nc3ccc(Cl)cn3)n2)cc1	?	nt
Cc1ccc(S(=O)(=O)N2CCN(C(=O)c3cc4c(s3)CCCC4)CC2)c(C)c1	-22%	14

(more compounds)
SMILES	Lipid storage S3	Lipid storage S3 cell count max
CC(C)CC1NC(=O)N(Cc2nc3ccccc3s2)C1=O (stereo not given)	15%	4
Cc1ccc(-c2ccc(/C=C3\SC(N4CCOCC4)=NC3=O)o2)cc1	0%	-17
Cc1ccc(C(=O)NCCNC(=O)COc2ccccc2Cl)cn1	?	nt
COc1cccc(CC2(CO)CCCN(Cc3c(C)cc(C)cc3-n3cccn3)C2)c1 (stereo not given)	0%	3
Cc1ccc(NC(=O)Nc2ccc3c(c2)C(=O)OC3)cc1Cl	?	nt
O=C(N/N=C/c1cn[nH]c1-c1ccc(F)cc1)c1ccncc1	?	nt
Cc1cc(/C=N/NC(=O)c2cccc(F)c2)c(C)n1-c1ccccc1	?	nt
Cc1[nH]c2ccccc2c1C(=O)COC(=O)C1CCC(=O)N1 (stereo not given)	?	nt
CN(Cc1ccco1)c1ncnc2ccc(-c3cccnc3)cc12	30%	nt
CC(C)c1ccc(S(=O)(=O)N2CCN(C(=O)c3cc(-c4ccccc4)n[nH]3)CC2)cc1	-14%	24
Cc1ccc(N2CCN(CCc3nc4cc(NC(=O)c5ccco5)ccc4n3C)CC2)cc1	?	nt
CC(OC(=O)CN(C)S(=O)(=O)c1ccc(Cl)cc1)C(=O)Nc1cccc(Cl)c1 (stereo not given)	?	nt
Cc1cc(C)c(C#N)c(Nc2ccccc2F)n1	18%	11
O=C(CN1C(=O)CCC1=O)Nc1nc(-c2ccc(Cl)s2)cs1	16%	2
COc1ccc(C(=O)NCC(=O)OCC(=O)NCc2cccs2)cc1	?	nt
COc1ccc(-c2cc(-c3cc(C)ccc3O)[nH]n2)cc1	?	nt
Cc1cc(C(=O)CSc2nnc(Nc3ccccc3F)s2)c(C)n1CC1CCCO1 (stereo not given)	?	nt
CCOC(=O)c1c(C)c(C(=O)NCCc2ccccc2)c(C)n1C	1%	5
CCOc1cc(N2CCOCC2)c(OCC)cc1NC(=O)CSc1cccc[n+]1[O-]	i	nt
CCOc1ccc(NC(=O)C(CC)NC(=O)c2ccccc2CO)cc1 (stereo not given)	?	nt
COc1cc(CNC(C)c2ccccc2)cc(Br)c1OCc1ccccc1 (stereo not given)	?	nt
O=C(COc1ccc(Br)cc1)N1CCN(S(=O)(=O)/C=C/c2ccccc2)CC1	27%	1
COc1cccc(NC(=O)Nc2cc(C)ccc2F)c1	-3%	nt
CCN(CC)c1nc2ccccc2nc1C(C#N)C(=O)NCCc1ccccc1 (stereo not given)	i	nt
O=S(=O)(NCC1CCCO1)c1cccc(C(F)(F)F)c1 (stereo not given)	14%	11
COCCNC(=S)N1CCN(Cc2ccc3c(c2)OCO3)CC1	2%	14
Cc1cc(C)nc(SCC(=O)Nc2ccc3c(c2)OCO3)n1	-9%	-8
COc1ccccc1Nc1cc(C(=O)NCc2cccnc2)c2ccccc2n1	?	nt
COc1ccc(C(=O)NC2CCN(C(=S)Nc3cccc(C)c3)CC2)cc1	0%	-14
Cc1cccc2c1cnn2C(=O)Nc1ccc(Br)cc1F	?	nt
COc1ccc(/C=C2\CCCC3C2=NN(C(=O)c2scnc2C)C3c2ccc(OC)cc2)cc1 (stereo not given)	?	nt
CC(C)Cc1nnc(NC(=O)CSc2nc(-c3ccccc3)cc(=O)[nH]2)s1	4%	-8
COC(=O)CCC(=O)c1oc2ccccc2c1NC(=O)CCCN1C(=O)c2ccccc2C1=O	?	nt
CCCn1nnnc1COc1ccc(C(N)=O)cc1	?	nt
CCCCOc1cccc(C(=O)N(Cc2ccccc2)C2CCS(=O)(=O)C2)c1 (stereo not given)	?	nt
CCc1cccc(CC)c1NC(=S)NCCc1c(C)[nH]c2ccccc12	?	nt
COc1cc(C(=O)Nc2ccccc2N2CCCCC2)cc(OC)c1OC	?	nt
C/C=C/c1ccc(OCCn2cncn2)c(OC)c1	?	nt
Cc1c(NC(=O)c2cccnc2Cl)c(=O)n(-c2ccccc2)n1C	i	-7
COc1ccc(OC)c(NC(=O)c2nnn(Cc3ccc(Br)cc3F)c2N)c1	?	nt
COc1ccc(Oc2nc(Oc3ccc(OC)cc3)nc(Oc3ccc(OC)cc3)n2)cc1	i	nt
CCc1ccc(S(=O)(=O)Nc2nnc(N)s2)cc1	?	nt
COc1ccc(OCc2nc3ccc(S(=O)(=O)Nc4ccccc4Cl)cc3[nH]2)cc1	0%	18
Cc1nnc2c(NC(C)C)nc3ccccc3n12	?	nt
Fc1ccc(Nc2cccc3nccnc23)cc1	11%	0
CC(C)(C)c1ccc(C(=O)Nc2cccc(S(=O)(=O)NC3=NCCC3)c2)cc1	4%	-22
Clc1ccc(OCCCCSc2ncccn2)cc1	?	nt
COc1cccc(C(C)NC(=O)c2c(F)cccc2Cl)c1 (stereo not given)	13%	7
CCOC(=O)C1[C@H]2C(=O)N(CCCOC)C[C@]23C=C[C@H]1O3 (stereo not given in full)	-2%	5
COc1ccc(CN2CCNC(=O)C2CC(=O)NCc2csc(C(C)C)n2)c(OC)c1 (stereo not given)	6%	-8
